ERp5 block = inhibitors of human ERp5; Q15084; ERp5 insulin aggregation, absorbance 650 nm, 90 min; inhibition, % at 9.99 µM; hit rate 0.05% among 350,000; AID 651711;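 active = mean replicate inhibition above about 25%, with every replicate also reaching it, limit read from the data, passing the limit was not always enough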
Target sequence (Q15084 whole entry, looked up): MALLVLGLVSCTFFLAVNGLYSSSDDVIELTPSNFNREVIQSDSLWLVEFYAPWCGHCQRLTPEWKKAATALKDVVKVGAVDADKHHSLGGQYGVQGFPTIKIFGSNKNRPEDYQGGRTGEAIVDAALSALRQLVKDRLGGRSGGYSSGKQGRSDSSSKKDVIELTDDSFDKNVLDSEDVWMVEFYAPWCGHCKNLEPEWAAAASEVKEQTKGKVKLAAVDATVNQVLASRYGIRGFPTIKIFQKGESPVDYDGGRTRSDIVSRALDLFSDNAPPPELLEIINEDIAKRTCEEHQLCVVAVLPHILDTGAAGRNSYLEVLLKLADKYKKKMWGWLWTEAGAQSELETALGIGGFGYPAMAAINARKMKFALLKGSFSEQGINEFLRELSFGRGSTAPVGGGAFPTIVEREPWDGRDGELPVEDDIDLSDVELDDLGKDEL
esBAF inh = blocks esBAF chromatin remodeling in mouse ES cells; AID 602393; Bmi1-luciferase knock-in reporter, 24 h; 100% = twice the neutral-well signal; reporter increase, % at 12.5 µM; hit rate 2% among 350,000; in the data active = activation above about 40%;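 note: 0% = median of the plate's neutral control wells and 100% = double that signal; a rise in the Bmi1 reporter signal indicates esBAF inhibition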
C2C12 statin = suppression of simvastatin myotoxicity. C2C12 myotubes + simvastatin, ATP luminescence, 48 h; scaled: DMSO 0, geranylgeraniol control 100. rescue of ATP level, % at 7.49 µM. hit rate 0.78% among 330,000. AID 602340;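 active = mean ATP rescue above about 67%, or every replicate alone reaching that limit, limit read from the data, passing the limit was not always enough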;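 note: myotubes were challenged with 10 µM simvastatin during compound exposure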
miR122 inh = inhibitors of miR-122 in Huh7 cells | AID 602342 | hit rate 0.3% among 340,000 | Huh7 miR-122 Renilla luciferase sensor, 48 h; neutral wells = 0, positive control = 100 | activation (reporter increase), % at 12.5 µM;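 active = mean replicate activation score at least 90 and every replicate individually at or above 90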;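 note: higher luciferase means less miR-122 activity so hits act as miR-122 inhibitors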
ARNT TACC3 PPI = ARNT/TACC3 interaction disruption; Q9Y6A5; AlphaScreen His-ARNT PAS-B/GST-TACC3 binding, luminescence; TACC3 fragment carries E629A point mutation; inhibition, % at 9.99 µM; hit rate 0.66% among 390,000; AID 623870;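 active = mean inhibition of replicates at least 50% and at least half of replicates each reaching 50%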;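 note: 0% = complete ARNT plus TACC3 wells and 100% = ARNT alone without TACC3; many hits fall short of the cut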
SIRT5 inh = inhibitors of human sirtuin-5 desuccinylase; Purified SirT5, succinyl-peptide AMC, trypsin-coupled fluorescence; AID 652115; Q9NXA8; inhibition, % at 15 µM; hit rate 1.1% among 330,000; in the data active = inhibition above about 15%
Target sequence (Q9NXA8 whole entry, looked up): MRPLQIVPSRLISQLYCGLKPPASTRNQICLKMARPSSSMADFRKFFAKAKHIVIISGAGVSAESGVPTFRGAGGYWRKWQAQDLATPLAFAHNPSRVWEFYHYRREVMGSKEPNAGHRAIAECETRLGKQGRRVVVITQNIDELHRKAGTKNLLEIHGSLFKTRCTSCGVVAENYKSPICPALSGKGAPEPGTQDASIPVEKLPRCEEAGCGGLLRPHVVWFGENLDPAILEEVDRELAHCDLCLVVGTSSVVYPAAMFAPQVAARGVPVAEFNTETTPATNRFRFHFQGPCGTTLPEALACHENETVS
Cneo AK release = Cryptococcus neoformans lysis via adenylate kinase release. C. neoformans lysis, adenylate kinase release luminescence, 4 h; normalised: neutral wells 0, clomiphene wells 100. lysis activity, % at 15 µM. AID 651654. hit rate 0.2% among 360,000;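 active = mean lysis activity across replicates of at least 80%, whatever share of replicates individually reach that level; inactive = mean lysis activity below 80%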
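Assay system: C. neoformans cells. Amount: yeast cell density of 5 × 10^6 cells/mL. Technique: AK luminescence. Buffer or medium: YPD. Times: static 4 h at 37 °C with compound, 1 h detection. Dosing: single-point compound dose. Read-out: lysis from increased AK signal.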
* marks the source's active call; other numbers are inactive results; / = not tested or not shown; [ ] = remark or other dose. Rows were taken by chance; 4% or so of the library scored in one or more.

SMILES	ERp5 block	esBAF inh	C2C12 statin	miR122 inh	ARNT TACC3 PPI	SIRT5 inh	Cneo AK release
CCCC#Cc1cnc2c(c1)C(=O)N([C@H](C)CO)C[C@@H](C)[C@@H](CN(C)C(=O)CCN1CCCCC1)O2	-3	1	4	-11[16.7 µM]	2	-6	1
COc1ccccc1CNC(=O)C[C@H]1CC[C@@H]2[C@H](COC[C@@H](O)CN2Cc2ccccc2)O1	1	-12	14	-2[16.7 µM]	-3	10	2
COc1ccc2oc(=O)c(-c3cn4ccc(C)cc4n3)cc2c1	2	/	/	-2	-18	-2	/
Cc1noc(C)c1NC(=O)Nc1ccc2c(c1)C(=O)N([C@H](C)CO)C[C@@H](C)[C@@H](CN(C)Cc1ccccc1)OCCCC[C@H](C)O2	4	-1	/	6[16.7 µM]	4	-1	60
C[C@@H]1CN([C@@H](C)CO)C(=O)c2cc(C#CCN(C)C)cnc2O[C@H]1CN(C)C(=O)Nc1cccc(F)c1	0	-12	-10	-1[16.7 µM]	5	7	0
COc1ccc(S(=O)(=O)Nc2ccc3c(c2)C(=O)N([C@@H](C)CO)C[C@H](C)[C@H](CN(C)Cc2ccncc2)OCCCC[C@H](C)O3)cc1	1	4	/	10[16.7 µM]	7	2	50
CN(C)Cc1cn(CC[C@@H]2CC[C@@H](NS(=O)(=O)c3ccc(-c4ccccc4)cc3)[C@H](CO)O2)nn1	8	4	-8	-8[16.7 µM]	1	-2	-8
O=C1CNC(=S)N1CCc1ccc(Cl)cc1	2	/	/	-5	16	-2	-4
Cc1cc(O)ccc1NC(=S)NC(=O)c1cncc(Br)c1	-1	7	9	/	5	4	-4
Cc1ccc(S(=O)(=O)Nc2ccc3c(c2)CC(=O)N([C@@H](C)CO)C[C@@H](C)[C@H](CN(C)C)O3)cc1	0	-5	-3	0[16.7 µM]	2	-4	-1
CCSc1nnc(NC(=O)CC(C)C)s1	1	10	0	2	-2	-3	/
O=C(Cc1csc(NC(=O)Nc2cccc(Cl)c2)n1)NCc1ccccn1	-4	20	5	14	12	-1	-13
O=C(CSc1ccc(Br)cc1)NCC(c1cccs1)N1CCOCC1 (configuration not stated)	-6	3	-7	4	5	-3	5
COc1ccccc1C(=O)OCC(=O)N1CCC(Cc2ccccc2)CC1	-2	-5	-2	/	-3	0	0
C[C@H](CO)N1C[C@H](C)[C@H](CN(C)C(=O)C2CC2)Oc2ncc(-c3ccccc3F)cc2C1=O	3	/	1	23[16.7 µM]	5	-4	16
N#C/C(=C\c1ccc(O)c([N+](=O)[O-])c1)C(=O)NCc1ccccc1	-1	-10	12	-1	-1	1	1
Cc1ccc(NC(=O)C2CCCN2C(=O)c2cccs2)cc1C (configuration not stated)	1	-1	-4	-3	4	-7	0
CN1C(=O)c2cc(NS(=O)(=O)c3ccc(F)cc3)ccc2OC[C@@H]2O[C@@H](CC(=O)O)CC[C@H]21	-1	-7	1	-6[16.7 µM]	-10	-6	3
O=Cc1ccc(N2CCCCC2)cc1	5	-6	-9	1	-5	-1	10
CCC(C)(C)n1nnnc1C(c1ccccc1OC)N1CCSCC1 (configuration not stated)	-1	-9	14	19	7	-1	1
CO[C@@H]1CN(C)C(=O)c2ccc(NC(=O)C3CC3)cc2OC[C@H](C)N(C(=O)c2ccccn2)C[C@@H]1C	1	-4	5	/	/	-3	2
CC1CN(C(=S)Nc2ccccc2F)CC(C)O1 (configuration not stated)	2	-2	2	/	-4	-2	-1
C=CC[C@H](CC(=O)N[C@H](CO)Cc1ccccc1)C(=O)N[C@@H](COC(=O)[C@@H](CC=C)Cc1ccc(F)cc1)Cc1c[nH]c2ccccc12	3	14	1	2	-1	-1	-1
O=C(COC(=O)c1cc(Cl)nc(Cl)c1)NCc1ccc2c(c1)OCO2	2	-9	42	-3	-6	5	2
CO[C@H]1CN(C)C(=O)c2cc(NC(=O)Nc3cccc(Cl)c3)ccc2OC[C@H](C)NC[C@@H]1C	-2	2	-28	/	3	4	0
CC(=O)c1cccc(S(=O)(=O)N2CCCC(c3nc4c(nnn4Cc4ccc(C)cc4)c(=O)[nH]3)C2)c1 (configuration not stated)	-1	2	8	-6	-1	-1	1
CCC1Oc2ccccc2N(CC(=O)Nc2ccc3c(c2)OCCO3)C1=O (configuration not stated)	/	31	0	-5	2	/	0
Cc1nn(Cc2ccccc2)c(C)c1NC(=O)CCC(=O)O	/	-5	0	4	-10	/	3
C[C@H](CO)N1C[C@H](C)[C@@H](CN(C)Cc2ccc(-c3ccccc3)cc2)Oc2ccc(NS(=O)(=O)c3ccc(F)cc3)cc2CC1=O	/	1	28	-2[16.7 µM]	/	/	/
CCCN(Cc1cc2ccc(C)cc2[nH]c1=O)C(=O)c1ccccn1	/	-8	-13	-2	9	/	-1
C[C@@H]1CC[C@@]2(O[C@@H](CCO)C[C@H](O)[C@H]2O)O1	/	-4	1	/	/	/	-6
CC(C)CCN1CCN(Cc2cc(F)ccc2-n2cccn2)CC1CCO (configuration not stated)	-1	/	/	/	-3	7	/
CC1CCN(c2nc3ccc(C(=O)N4CCN(Cc5ccc6c(c5)OCO6)CC4)cc3s2)CC1	-1	19	8	-1	-10	2	0
COC(=O)C1=C(C)C(c2ccc(OC)cc2OC)NC(=O)N1 (configuration not stated)	/	2	-4	/	0	/	4
COCC(=O)N[C@@H]1C=C[C@H](CC(=O)NCc2ccccc2OC)O[C@@H]1CO	9	-1	2	/	-8	-6	-2
C[C@@H]1CN([C@@H](C)CO)C(=O)CCCn2nncc2CO[C@@H]1CN(C)C	/	1	1	-1[16.7 µM]	/	/	/
CCC(=O)N1C[C@H]2[C@@H](c3ccccc31)[C@@H](CO)N2Cc1ccc(F)cc1	-4	-4	8	-9[16.7 µM]	-1	-6	-1
CC(=O)N1CCN(c2ccccc2NC(=S)NC(=O)c2cc3ccccc3o2)CC1	/	5	13	2	-12	0	7
O=C(C[C@H]1CC[C@H]2[C@@H](COC[C@@H](O)CN2C(=O)Nc2ccc(Cl)cc2)O1)N1CCCCC1	-10	17	-18	28[16.7 µM]	-12	5	87*
C[C@@H]1CCCCO[C@@H](CN(C)C(=O)Nc2ccc3c(c2)OCO3)[C@H](C)CN([C@@H](C)CO)C(=O)c2cc(NC(=O)c3ccccc3)ccc2O1	-4	33	/	10[16.7 µM]	23	0	-2

Quoted from the listing:
CC1CCN(c2nc3ccc(C(=O)N4CCN(Cc5ccc6c(c5)OCO6)CC4)cc3s2)CC1 in Cneo AK release = 0
CC1CN(C(=S)Nc2ccccc2F)CC(C)O1 (configuration not stated) in C2C12 statin = 2

Additional entries
SMILES	ERp5 block	esBAF inh	C2C12 statin	miR122 inh	ARNT TACC3 PPI	SIRT5 inh	Cneo AK release
COc1ccc2oc(C(=O)OCC(=O)Nc3cc(S(=O)(=O)N4CCOCC4)ccc3OC)c(C)c2c1	2	25	-50	3	1	0	2
COc1cc(Nc2c3ccccc3nc3ccccc23)cc(OC)c1OC	-2	15	54	-28	16	-2	-1
O=C(c1ccc(S(=O)(=O)N2CCOCC2)cc1)N(c1ccccn1)C1CCCCC1	-1	7	-33	-4	/	-1	4
C[C@@H]1CN([C@@H](C)CO)C(=O)c2cccc(NS(=O)(=O)c3ccc(Cl)cc3)c2O[C@H]1CN(C)CC1CC1	-2	-1	-2	-3[16.7 µM]	-3	2	6
COc1ccc(/C=C\C(=O)NCc2ccc3c(c2)cc(C)n3C)cc1OC	-3	-14	23	-3	1	0	2
O=c1c2ccccc2nnn1CSc1ccccc1F	/	/	/	0	-5	/	-6
CN1c2ccc(Br)cc2[C@@H]2[C@@H](CCN2C(=O)c2ccc(F)cc2)[C@H]1CO	-1	0	4	0[16.7 µM]	-7	-5	-12
CC1CCN(c2ccc3nnc(CCC(=O)NCc4ccco4)n3n2)CC1	-10	1	10	-2	1	-2	2
COc1ccc(S(=O)(=O)N(C)C[C@@H]2OCCCC[C@H](C)Oc3ccc(NS(=O)(=O)c4ccc(C)cc4)cc3C(=O)N([C@H](C)CO)C[C@H]2C)cc1	-1	-1	10	3[16.7 µM]	-6	22*	52
COc1ccc(-c2nc(C)ncc2-c2ccccc2)c(O)c1	5	-5	5	-5	8	-6	0
Cc1nn(-c2ccccc2)c(C)c1C(=O)OCC(=O)Nc1ccccc1Cl	3	0	1	-2	/	/	1
Cc1noc(C)c1NC(=O)N[C@H]1CC[C@H](CCNC(=O)C2CCCCC2)O[C@H]1CO	-2	-2	4	/	-6	0	3
Cc1c(C(=O)O)cccc1[N+](=O)[O-]	-1	4	1	0	/	/	-1
COc1ccc(NC(=O)N(C)C[C@@H]2Oc3ccc(NC(=O)Nc4c(C)noc4C)cc3C(=O)N([C@H](C)CO)C[C@H]2C)cc1	/	-2	0	0[16.7 µM]	3	/	1
Cc1ccc(NC(=O)C2CCCN(C(=O)c3ccc(Cl)cc3)C2)c(C)c1 (configuration not stated)	1	1	2	-3	1	4	1
O=c1c2[nH]c3ccc(F)cc3c2ncn1CCCn1ccnc1	/	-3	-9	7	/	/	2
Cc1cc(=O)[nH]c(N/N=C/c2ccc(-c3ccc(F)cc3)o2)n1	-1	18	-197	-2	23	-3	0
C/C(CCc1ccc2c(c1)OCO2)=N\NC(=S)NC(C)C	1	0	2	-2	4	1	-3
CCC(=O)N1CCCc2cc(S(=O)(=O)NCc3cccs3)ccc21	/	5	-8	1	-2	/	2
CCOC(=O)c1ccccc1NC(=O)c1ccc(Cl)c(S(=O)(=O)N2CCOCC2)c1	/	3	-11	-3	20	/	-1
Cn1c(N)c(S(=O)(=O)N2CCN(c3cccc(Cl)c3)CC2)c(=O)n(C)c1=O	0	0	7	0	-18	0	5
CCn1c(SCC(=O)NC2CCCCC2)nnc1-c1ccccn1	1	0	-5	0	7	-1	-1

Part of the list above, as labelled records.
Cc1c(C(=O)O)cccc1[N+](=O)[O-]
  ERp5 block: -1; esBAF inh: 4; C2C12 statin: 1; miR122 inh: 0; ARNT TACC3 PPI: /; SIRT5 inh: /; Cneo AK release: -1
COc1ccc(NC(=O)N(C)C[C@@H]2Oc3ccc(NC(=O)Nc4c(C)noc4C)cc3C(=O)N([C@H](C)CO)C[C@H]2C)cc1
  ERp5 block: /; esBAF inh: -2; C2C12 statin: 0; miR122 inh: 0[16.7 µM]; ARNT TACC3 PPI: 3; SIRT5 inh: /; Cneo AK release: 1
Cc1ccc(NC(=O)C2CCCN(C(=O)c3ccc(Cl)cc3)C2)c(C)c1 (configuration not stated)
  ERp5 block: 1; esBAF inh: 1; C2C12 statin: 2; miR122 inh: -3; ARNT TACC3 PPI: 1; SIRT5 inh: 4; Cneo AK release: 1
O=c1c2[nH]c3ccc(F)cc3c2ncn1CCCn1ccnc1
  ERp5 block: /; esBAF inh: -3; C2C12 statin: -9; miR122 inh: 7; ARNT TACC3 PPI: /; SIRT5 inh: /; Cneo AK release: 2

Assay outcomes as filed in PubChem BioAssay.
